High-throughput results (PubChem BioAssay)
Peg3 prom inh: Peg3 promoter activity inhibition; HeLa PEG-Prom luciferase reporter, luminescence, overnight; AID 588405; inhibition, % at 20 µM; 1.7% of 360,000 active;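 active means inhibition of at least 50% at 20 µM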
hiPSC survival: hiPSC single-cell survival enhancement. ATPlite luminescence; 100% = ROCK inhibitor wells, 0% = DMSO. survival enhancement, % at 20 µM. 0.044% of 360,000 active; in the data active means survival enhancement above about 18%;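 further: cells exposed to compounds for 16 hours before the ATP read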
aDG glyco act: alpha-DG glycosylation activation. Pro5-aDG cells, alpha-DG glycosylation AlphaScreen (IIH6); 0% Pro5, 100% B10-LARGE cell signal. activation, % at 10 µM. 0.22% of 360,000 active;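 active means activation of at least 8% versus controls, or a plate z-score of at least 8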;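 further: Pro5 are CHO cells carrying HIG-tagged alpha-DG that lacks glycosylation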
TRPM1 prom inh: reduces MITF-dependent TRPM1 promoter luciferase signal. SK-MEL-5 TRPM1 promoter luciferase, 24 h. inhibition, % at 12.5 µM. 0.83% of 330,000 active. AID 488899;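 active means mean inhibition across replicates of 60% or more, whatever share of single replicates reaches that level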; further: values of inactives mirror those of a sister screen read the other way
Exocytosis inh: lytic granule exocytosis inhibition | TALL-104 LAMP-1 surface exposure, flow cytometry; cells stimulated with thapsigargin and PMA | inhibition, % at 10 µM | 0.66% of 360,000 active | AID 651702;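 active means inhibition above about 55%, limit read from the data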
Vif inh: inhibitors of HIV Vif. HEK293T cells, Vif self-association by quenched fluorescence, imaging, 24 h. inhibition, % at 7.49 µM. 0.35% of 340,000 active. AID 602346; in the data active means inhibition above about 50%, passing the limit was not always enough; further: some results filed as inactive read as strong as hits
PDI turbidity: PDI (human) enzyme inhibition; P07237; PDI insulin aggregation turbidity, A650, 90 min; inhibition, % at 10 µM; 0.052% of 350,000 active; AID 588391;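 active means mean inhibition across replicates of 30% or more, whatever share of single replicates reach that level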;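 further: absorbance from insulin aggregation driven by PDI reduction with DTT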
Target sequence (P07237 whole entry, looked up): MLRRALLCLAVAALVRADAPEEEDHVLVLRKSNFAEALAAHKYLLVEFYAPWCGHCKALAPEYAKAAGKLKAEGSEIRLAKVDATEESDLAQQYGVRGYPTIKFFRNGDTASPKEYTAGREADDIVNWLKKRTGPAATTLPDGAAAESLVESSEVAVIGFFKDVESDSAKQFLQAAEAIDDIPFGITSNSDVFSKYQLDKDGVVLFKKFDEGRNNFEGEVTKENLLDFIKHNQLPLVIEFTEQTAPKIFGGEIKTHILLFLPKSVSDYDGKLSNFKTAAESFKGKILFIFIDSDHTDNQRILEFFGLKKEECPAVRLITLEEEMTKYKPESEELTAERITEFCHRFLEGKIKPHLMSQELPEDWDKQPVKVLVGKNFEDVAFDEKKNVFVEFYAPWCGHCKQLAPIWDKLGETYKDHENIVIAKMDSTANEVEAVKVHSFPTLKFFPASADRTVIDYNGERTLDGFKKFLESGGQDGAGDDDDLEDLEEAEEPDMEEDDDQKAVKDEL
NR2E3 ag-1: human photoreceptor-specific nuclear receptor agonism | CHO-S Gal4-NCOR/VP16-NR2E3 two-hybrid, luciferase | inhibition of corepressor binding, % at 3.98 µM | 0.35% of 360,000 active | AID 602229 | Q9Y5X4;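 active means inhibition above the mean of all tested compounds plus 3 SD, cut at about 70% in these data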;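 further: 0% = DMSO with NR2E3 transfected cells and 100% = cells lacking NR2E3 construct; higher means lower luciferase signal from less NR2E3 corepressor binding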
Target sequence (Q9Y5X4 whole entry, looked up, the tested form may be a part): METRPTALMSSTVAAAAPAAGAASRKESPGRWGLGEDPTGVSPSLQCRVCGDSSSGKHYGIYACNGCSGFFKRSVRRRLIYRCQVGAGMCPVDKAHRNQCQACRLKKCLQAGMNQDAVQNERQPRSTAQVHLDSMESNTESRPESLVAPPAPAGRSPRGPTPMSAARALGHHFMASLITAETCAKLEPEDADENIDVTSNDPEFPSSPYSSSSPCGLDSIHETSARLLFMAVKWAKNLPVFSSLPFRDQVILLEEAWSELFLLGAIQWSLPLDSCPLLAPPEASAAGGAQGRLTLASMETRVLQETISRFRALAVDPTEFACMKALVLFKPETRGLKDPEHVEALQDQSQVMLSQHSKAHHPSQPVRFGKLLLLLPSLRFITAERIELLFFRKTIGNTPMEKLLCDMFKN
CaV13 ICDI inh: Primary screen for inhibitors of IQ motif and Ca2+-dependent inactivation inhibitor domain binding in CACNA1D, Förster resonance energy transfer in living cells, …; HEK cells, CFP/YFP FRET ICDI-IQ, plate reader, 10 min; percent FRET-ratio fall versus neutral wells; inhibition, % at 12.3 µM; 0.098% of 340,000 active; AID 743397;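 active means mean replicate inhibition of at least 30% and at least 1% of replicates passing that level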;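 further: 0% = median of the neutral control wells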
NR2E3 ag-2: activates human photoreceptor nuclear receptor NR2E3 | Q9Y5X4 | GST-NR2E3/biotin-RetCOR TR-FRET, 1536-well | inhibition of corepressor binding, % at 4.78 µM | 0.12% of 320,000 active | AID 2300;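 active means percent inhibition above the cutoff of mean plus 3 SD of all tested compounds, set per screening campaign, cut at about 20% in these data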;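 further: 0% = DMSO wells and 100% = biotin wells as full block of FRET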
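system = GST-tagged NR2E3 plus biotinylated RetCOR corepressor | input = 1.35 nM GST-NR2E3 | also added = 7 nM biotin-RetCOR | schedule = 5 h incubation at 4 °C | measured by = TR-FRET with europium anti-GST and streptavidin-D2, 340 nm excitation | read-out = percent loss of FRET ratio relative to control wells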
HIF-2a block: blocks HIF-2a reporter activity. 786-0 RCC cells HIF-2a reporter, luciferase luminescence, overnight. inhibition, % at 18.8 µM. 0.72% of 360,000 active;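 active means inhibition of the luminescence signal of 40% or more relative to plate controls, in a single-dose primary screen at 18.75 µM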
The depositor's hits bear a star; . = no result given.

SMILES	Peg3 prom inh	hiPSC survival	aDG glyco act	TRPM1 prom inh	Exocytosis inh	Vif inh	PDI turbidity	NR2E3 ag-1	CaV13 ICDI inh	NR2E3 ag-2	HIF-2a block
CCSCc1nnc(SCC(=O)Nc2nccs2)n1CC	4	-0.6	0.2	-10	0	4	2	6	4	1	4
Cc1cc(C)nc(NC(=O)c2ccc(OC(C)C)cc2)n1	-9	-2.8	0.3	-11	0	5	-4	1	-3	3	-30
Cc1ccc(S(=O)(=O)CCC(=O)NCCC2=CCCCC2)cc1	6	1.5	-0.1	3	0	-12	-5	11	-6	2	13
O=C(CSc1nnc(-c2ccncc2)o1)Nc1cccc(Cl)c1	-176	11	-0.1	-54	19	-3	2	-29	-2	.	-138
COc1ccc(NC(=O)CSc2nc3ccccc3c3nc4ccccc4n23)cc1	18	-0.9	-0.5	7	-1	-8	-7	-15	-5	2	16
CCn1cc(C(=O)NCC(=O)NCCCN2CCOCC2)c(=O)c2cc3c(cc21)OCO3	8	0.1	-0.3	12	0	2	0	-14	-2	-3	4
COc1cccc(NC(=S)N2CCN(Cc3ccccc3)CC2)c1	-4	-1.7	0.0	0	5	7	-7	-29	-5	2	-24
O=C(CCCNC(=O)c1ccc(Cl)cc1)NCc1ccccc1Cl	20	-0.4	0.1	-5	7	-4	0	-28	-4	-3	8
Cc1nc2ncnn2c(C)c1CCC(=O)NC(C)CCc1ccco1 (stereo not given)	5	0.0	0.0	11	-2	7	-3	-25	-6	-1	15
Cc1ccc(-c2csc(NC(=O)COc3ccc(N(C)S(=O)(=O)c4ccc(C)cc4)cc3)n2)cc1	-28	1.4	0.3	1	-7	-19	-6	-22	-20	1	-15
O=C(NC(=S)Nc1cc(Cl)ccc1Cl)c1ccco1	-86	5.2	0.2	.	1	.	-61	-40	-14	.	-180
O=C(Cc1cccc(NC(=O)C2CCN(C(=O)C3CC3)CC2)c1)Nc1cccc(C(=O)N2CCCC2)c1	-12	0.7	-0.2	5	6	2	-2	9	-4	2	13
Cc1ccc(NC(=O)CN(C)C(=O)COC(=O)COc2cc(C)cc(C)c2)cc1	0	0.1	-0.1	.	-1	.	4	-9	-7	.	1
CCN(CC(=O)Nc1ccc(NC(C)=O)cc1)C(=O)/C=C/c1ccc([N+](=O)[O-])cc1	29	-0.3	0.0	-17	-6	.	0	-18	-6	-4	29
c1ccc2[nH]c(-c3ccc4c(c3)OCO4)nc2c1	-184	-0.8	0.0	.	-1	6	5	-96	-3	2	-153
CCCn1c(SCC(=O)NCCc2ccccc2)nnc1-c1ccccn1	14	0.7	0.0	-1	0	5	14	9	-4	-1	10
Cc1cnc(NC(=O)c2cc3c(C)nn(-c4ccccc4)c3s2)s1	20	6.1	-0.2	4	1	53*	-2	3	-7	-1	-19
CCC1(c2ccccc2)NC(=O)N(CC(=O)N(C)Cc2c(F)cccc2Cl)C1=O (stereo not given)	14	-0.5	0.0	-7	-17	1	7	-4	-4	1	7
C[C@H](NC(=O)c1ccccc1Cl)C(=O)OC(C(=O)Nc1cc(C(F)(F)F)ccc1Cl)c1ccccc1 (stereo not given in full)	10	-2.2	0.1	-1	34	.	-2	26	.	4	-3
O=C(CCC(=O)c1cccs1)NNC(=O)c1ccc(Cl)cc1	-4	0.0	0.0	0	-2	-3	2	-28	-6	5	3
O=C(NCCO)C1CCN(S(=O)(=O)c2ccc(F)cc2)CC1	2	-0.2	-0.1	-7	-2	-1	1	-6	-5	-2	11
O=C(CCl)N(CCc1ccccc1)CCc1ccccc1	27	-0.6	0.2	0	5	-2	7	-12	-7	1	-5
COc1cc(/C=C2\SC(=O)NC2=O)ccc1Oc1cnccn1	-24	3.8	-0.3	-14	-5	2	7	-2	14	9	-39
O=C(O)CSc1nnc(-c2ccc(Cl)cc2Cl)n1-c1ccc(Cl)cc1	9	2.4	-0.1	4	-10	13	4	-9	-7	5	15
O=C1c2ccccc2NC(c2ccccc2)N1CCCN1CCOCC1 (stereo not given)	10	-0.6	-0.2	4	1	4	6	28	-12	3	10

Some entries already given, limited to aDG glyco act and Exocytosis inh:
molecule,aDG glyco act,Exocytosis inh
CCn1cc(C(=O)NCC(=O)NCCCN2CCOCC2)c(=O)c2cc3c(cc21)OCO3,-0.3,0
COc1cccc(NC(=S)N2CCN(Cc3ccccc3)CC2)c1,0.0,5
O=C(CCCNC(=O)c1ccc(Cl)cc1)NCc1ccccc1Cl,0.1,7

Remaining list, next part.
SMILES	Peg3 prom inh	hiPSC survival	aDG glyco act	TRPM1 prom inh	Exocytosis inh	Vif inh	PDI turbidity	NR2E3 ag-1	CaV13 ICDI inh	NR2E3 ag-2	HIF-2a block
O=C1OC(NC(=O)c2ccccc2)C(n2cc(CO)nn2)=C1Cl (stereo not given)	-1	-1.7	5.5	-1	-2	13	23	-9	-4	1	14
O=C(NCc1cccs1)c1ccc([N+](=O)[O-])cc1	-2	-0.5	0.0	8	-7	9	-4	29	-18	0	2
O=C(N1CCCCCC1)N1CCN(C(=O)N2CCOCC2)CC1	16	-0.6	0.0	4	-1	10	-1	15	-2	2	5
COc1ccc(N2C(=O)CC(S/C(N)=N/N=C(\C)c3cccs3)C2=O)cc1 (stereo not given)	2	2.4	-0.4	-1	-4	5	7	10	-4	-2	1
COC(=O)[C@]12CCCCC=C1N(Cc1cccc3ccccc13)C(=O)[C@H](CC(=O)NCc1cccs1)C2	.	0.1	0.2	.	0	.	.	-19	-11	.	-14
O=C(CCNC(=O)C1CCN(S(=O)(=O)c2ccc(F)cc2)CC1)NCCc1cccc(F)c1	12	0.5	-0.1	3	0	4	10	4	-7	0	9
CC[C@H](C)[C@H](NC(=O)OCc1ccccc1)C(=O)OCC(=O)N(C)CC(=O)Nc1ccccc1Cl	9	-0.3	-0.1	4	1	15	16	-12	-2	-1	15
CC1CC(C)CN(c2ccc([N+](=O)[O-])nc2)C1 (stereo not given)	4	-0.8	0.4	6	25	7	3	-17	-3	2	-41
Cc1ccc(Cn2c(SCC(C)C)nc3c2c(=O)n(C)c(=O)n3C)cc1	6	4.3	0.0	-14	3	20	3	-2	-5	0	18
COC(=O)c1ccc(COc2cc(C)ccc2C)o1	-268	0.4	0.1	-73	1	4	-11	-95	-5	-1	-132
Cc1ccc(Cl)cc1N1CCN(C(=O)CN(C2CCCCC2)S(C)(=O)=O)CC1	7	-0.6	5.0	-3	-2	7	16	53	-6	3	15
COc1ccccc1Cn1c(C(C)C)nc2ccccc21	29	0.2	0.1	0	4	-14	-1	9	5	0	29
CCN(C(=O)CSc1nc2cc(Cl)ccc2c(=O)n1CC(C)C)C1CCS(=O)(=O)C1 (stereo not given)	-35	0.4	0.4	7	1	8	0	-13	-6	-1	12
CCCCC1=CC2=CC(=O)C(C)(OC(=O)C3CCCC3)C(=O)C2=CO1 (stereo not given)	9	-0.7	-0.2	-16	-7	0	-6	7	-12	2	10
CS(=O)(=O)N1CCN(c2ccc(NC(=O)CSc3ccc(Cl)cc3)cc2)CC1	14	-3.0	-0.3	-6	-4	1	-1	-6	-12	0	8
CCOc1ccc(NC(=O)CN(c2ccc(OCC)cc2)S(=O)(=O)c2c(C)[nH]c(=O)[nH]c2=O)cc1	18	-1.4	-0.2	6	6	-1	14	-21	-2	-6	1
CCCN(CCC)CCCNC(=O)c1cc2c(-c3ccc(OC)c(OC)c3)nn(C)c2s1	3	-0.5	0.4	9	21	3	6	9	-19	-1	9
C/C=C/C(=O)N1CC2(CC(c3cccc(NC(=O)CC)c3)=NO2)C[C@H]1C(N)=O (stereo not given in full)	5	3.0	0.1	-6	29	3	-8	18	-8	-2	18
NC(=O)c1cc(C(N)=O)nc(Cl)n1	12	-0.3	-0.1	2	-10	-14	-6	-6	-16	-2	6
CC1CCCCC1NC(=O)C1CCN(C(=O)c2sccc2-n2cccc2)CC1 (stereo not given)	7	-1.3	0.2	.	-2	-3	.	-17	8	2	-2
Cc1ccc(-c2csc(/C=C3\SC(C)C(=O)N3CC(=O)Nc3ccccc3F)n2)cc1 (stereo not given)	7	-0.1	-0.2	7	19	18	-1	-3	-5	2	-2
O=C(Cn1ccc(C(F)(F)F)n1)N/N=C/c1ccc2c(c1)OCO2	-113	-1.0	0.2	-29	-2	-5	10	9	-5	-3	-138
Cc1ccc(NC(=O)Cn2c(=O)c3cccn3c3ccccc32)cc1	6	-0.3	-0.1	0	-1	2	-6	-2	-2	11	-1
O=C(Nc1nccs1)c1ccc(Br)o1	-115	-0.6	-0.1	-26	5	14	6	-41	.	3	-144
CCCn1c(SCC(=O)NCCc2ccccc2)nnc1-c1cccnc1	22	-2.6	-0.2	-3	1	.	1	-20	.	0	15

More entries:
SMILES	Peg3 prom inh	hiPSC survival	aDG glyco act	TRPM1 prom inh	Exocytosis inh	Vif inh	PDI turbidity	NR2E3 ag-1	CaV13 ICDI inh	NR2E3 ag-2	HIF-2a block
CCOCCCNS(=O)(=O)c1ccc2c(c1)oc(=O)n2CC(=O)OCC	13	-3.1	0.0	-3	-1	7	-4	-29	-5	3	2
C=CCn1cnc2scc(-c3ccccc3)c2c1=O	16	4.7	0.1	-3	-1	-1	-11	-8	-3	-1	17
COc1cc(C(=O)Oc2ccccc2/C=N/NC(=O)c2ccc(Cl)cc2)cc(OC)c1OC	-92	-1.7	1.1	0	0	-2	-4	-7	-3	5	-185
CC1(C)CC(=O)CC(C)(C)N1OC(=O)c1ccccn1	2	8.0	-0.1	-3	-5	-26	11	-14	-5	3	12
CC(NC(=O)c1ccco1)c1nc(-c2ccccc2)no1 (stereo not given)	7	0.3	0.0	-10	6	19	0	-35	-3	-3	5
O=C(Nc1ccccc1Cl)c1ccccc1S(=O)(=O)c1ccccc1[N+](=O)[O-]	14	0.5	0.0	3	2	12	-6	10	-6	1	17
Cc1cc(C)c(C#N)c(SCc2nnc(-c3ccccc3[N+](=O)[O-])o2)n1	-269	-2.0	-0.2	-15	0	-5	-3	-96	-5	3	-214
NC(=O)c1oc2ccccc2c1NC(=O)c1ccco1	3	0.2	-0.3	-4	0	-5	-1	-14	-5	3	-3
CCN1CCN(C(=O)c2ccc(OCC(=O)Nc3ccc(F)cc3)c(OC)c2)CC1	11	0.0	0.4	7	2	4	5	4	-5	1	15
COCCCNC(=O)c1c(N)n(/N=C/c2cccnc2)c2nc3ccccc3nc12	47	2.5	-0.6	-17	3	-13	-6	-23	.	4	1
O=C(OC(C(=O)NCc1ccc2c(c1)OCO2)c1ccncc1)c1ccc(Cl)nc1 (stereo not given)	15	-0.7	-0.1	-15	0	-2	3	-5	-2	-2	12

Copied from the list:
O=C(OC(C(=O)NCc1ccc2c(c1)OCO2)c1ccncc1)c1ccc(Cl)nc1 (stereo not given) @ NR2E3 ag-2: -2
CC(NC(=O)c1ccco1)c1nc(-c2ccccc2)no1 (stereo not given) @ Vif inh: 19
C=CCn1cnc2scc(-c3ccccc3)c2c1=O @ Vif inh: -1

Rows were taken by chance, and some 3.5% of all compounds hit somewhere here.
